P. falciparum M1AAP = malaria alanyl aminopeptidase activity blockers – biochemical, fluorogenic H-Leu-NHMec substrate, 1536-well (AID 1445) | recombinant M1AAP, H-Leu-NHMec fluorogenic kinetic assay; higher % means a stronger effect | inhibition, % at 30 µM; hits with a dose series show IC50 in µM | hit rate 0.42% among 220,000;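 active = primary inhibition above the hit cutoff, then over 50% inhibition at one or more dose response concentrations, cut at about 23% in these data, passing the limit was not always enough; inconclusive = conflicting primary data, or primary hits not chosen for dose response; inactive = low primary inhibition, or under 50% at every dose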;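 also: plate controls were DMSO full reaction for no effect and no enzyme background for full effect; strong numbers were not always called active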
M17LAP inhibition = P. falciparum M17LAP inhibitors, primary screen, biochemical, fluorogenic H-Leu-NHMec substrate, 1536-well (AID 1619); hit rate 0.38% among 220,000; recombinant M17LAP, H-Leu-NHMec fluorogenic kinetic assay; higher % means a stronger effect; one-dose inhibition, % at 30 µM; IC50 in µM for titrated hits;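 active = compound inhibiting the enzyme by more than half at any dose during confirmatory dose-response retesting; inconclusive = strong single-dose inhibitors picked by rank but not retested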;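 also: plate controls were full reaction with DMSO carrier for no effect and no enzyme background for full effect; strong numbers were not always called active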
PMI inhibitors = MPI enzyme activity inhibition – biochemical, fluorescence intensity, coupled assay, primary screen (AID 1209); purified PMI enzyme, coupled fluorescence intensity; higher % means a stronger effect; hit rate 0.42% among 190,000; inhibition, % at 20 µM, or IC50 in µM where a hit was titrated;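 also: plate controls were DMSO vehicle for no effect and wells lacking substrate for full effect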
Siah-1 displacement = blockers of Siah-1 interaction with plectin peptide – biochemical, fluorescence polarization, rhodamine-plectin, uHTS, primary screen (AID 1817) | Siah-1 / rhodamine-plectin peptide fluorescence polarization; higher % means a stronger effect | one-dose displacement, % at 20 µM; IC50 in µM for titrated hits | hit rate 0.02% among 290,000;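 active = displacement of at least 50% at 20 µM, with a fluorescence ratio check between 0.3 and a set limit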;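 also: plate controls were Siah plus tracer with DMSO for no effect and tracer alone without Siah for full effect; strong numbers were not always called active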
Dynein transport = blocks dynein driven cargo transport along microtubules; z-score, hits read low; hit rate 0.47% among 220,000; 3617.4 mouse cells, GR-EGFP nuclear translocation imaging; test concentration mostly 20 µM; stimulated with dexamethasone, 1 µM; active compounds read low;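 active = plate z-score of nuclear minus cytoplasmic receptor signal below a set negative limit, without overly bright fluorescence or cell loss, cut at about -3.5 in these data, passing the limit was not always enough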;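 also: z-score of nuclear minus cytoplasmic ring GR-EGFP intensity difference per well; some compounds called inactive have numbers as strong as hits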
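medium = tetracycline-free induction medium containing charcoal-stripped FBS | probe or stimulus = dexamethasone, 1.0 µM final | timing = 48 h induction, then 1 h compound, then 30 min agonist, 37 °C | detection = automated 10x imaging of fixed Hoechst-stained cells | read-out basis = nuclear versus cytoplasmic GR-EGFP signal, averaged per well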
AID2073 = disruptors of CaV2.2 binding to Mint1 – biochemical, HTRF (AID 2073); one-dose inhibition, % at 20 µM; IC50 in µM for titrated hits; hit rate 0.19% among 290,000; HTRF protein-protein interaction, Mint1-CaV2.2; higher % means a stronger effect; in the data active = inhibition mostly above about 51%, no sharp cut-off; inconclusive = no clear call, values can overlap the other calls; inactive = mostly below about 53%; also: some results filed as inactive read as strong as hits
XIAP displacement = XIAP antagonists, biochemical, IAP family, fluorescence polarization (AID 1018); XIAP BIR domain, fluorescence polarization peptide displacement; higher % means a stronger effect; one-dose displacement, % at 20 µM; IC50 in µM for titrated hits; hit rate 0.007% among 200,000; in the data active = displacement above about 50%; also: a part of the inactive calls stands beside numbers as strong as those of hits
human PMI inhibitors = MPI inhibition at elevated mannose 6-phosphate – biochemical, fluorescence intensity, high mannose 6-phosphate, primary screen (AID 1220); one-dose inhibition, % at 20 µM; IC50 in µM for titrated hits; recombinant PMI enzyme, coupled fluorescence intensity; higher % means a stronger effect; hit rate 0.66% among 190,000
LYP inhibition = PTPN22 lymphoid phosphatase activity blockers – biochemical, fluorescence intensity, uHTS (AID 1779); recombinant LYP phosphatase, fluorescence intensity; higher % means a stronger effect; one-dose inhibition, % at 11.5 µM; IC50 in µM for titrated hits; hit rate 0.054% among 290,000;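 also: plate controls were vehicle with enzyme for no effect and no enzyme for full effect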
Dynein transport cytoplasmic EGFP = second read-out of Dynein transport, no call of its own (marks repeat the call); z-score; measured here: cytoplasmic GR-EGFP intensity; active compounds read high
Dynein transport nuclear GR-EGFP = also measured in Dynein transport; calls as there; z-score; measured here: nuclear GR-EGFP intensity;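 lower value marks the stronger effect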
Dynein transport cell count = second read-out of Dynein transport, no call of its own (marks repeat the call); z-score; measured here: cell count per field
* hit, by the source's call; ? = inconclusive; · = not tested or not shown. Rule as the data show it, unless noted: active = inhibition above about 50%; inactive = the rest. Hits appear at their usual frequency. About 2.1% of those tested had a hit in this group.

SMILES | P. falciparum M1AAP | M17LAP inhibition | PMI inhibitors | Siah-1 displacement | Dynein transport | Dynein transport cytoplasmic EGFP | Dynein transport nuclear GR-EGFP | Dynein transport cell count | AID2073 | XIAP displacement | human PMI inhibitors | LYP inhibition
Cc1ccccc1NC(=O)CN(c1ccc(F)cc1)S(C)(=O)=O | 9.0% | -5.0% | 3.8% | 1.9% | 0.468 | -0.25 | 0.0198 | -0.423 | -3.9% | -2.3% | 3.0% | -7.5%
CCC(=O)NC(Nc1ccccn1)(C(=O)OC)C(F)(F)F (stereo unspecified) | 0.2% | 17.9% | -7.8% | 5.6% | 0.476 | -0.0953 | 0.792 | -1.03 | -3.4% | -5.2% | -11.7% | -5.9%
Cc1ccc(-c2sc(C(=O)NN)c(C)c2C#N)cc1 | 8.1% | 3.9% | · | 9.4% | 0.471 | -0.267 | -0.184 | 0.174 | -3.9% | · | · | -4.2%
C/C(=N\NC(=O)C(C)Sc1ccccc1)C(C)(C)C (stereo unspecified) | -1.9% | 14.8% | 5.3% | -0.6% | -0.828 | -0.202 | -0.557 | 1.03 | 11.5% | -3.1% | -2.0% | -4.0%
C=C(C)C1Cc2c(C)nn(-c3nc(C)cc(C)n3)c2C1 (stereo unspecified) | 6.2% | 2.4% | -7.6% | 4.6% | 0.0451 | -0.238 | 0.0548 | 0.216 | -0.5% | -3.3% | -2.5% | -2.6%
CN1CC[n+]2c(CN3C(=O)c4ccccc4C3=O)csc21 | 41.5% | 1.3% | 15.5% | 5.8% | 0.0235 | -0.164 | 0.282 | -0.0947 | -19.2% | -4.1% | 6.4% | -2.7%
Cc1ccc(S(=O)(=O)N(C)CCCC(=O)NC(C)(C)C)cc1 | 6.2% | -1.3% | 0.6% | 4.5% | -0.436 | -0.308 | 0.131 | 0.347 | -3.2% | -3.7% | 1.6% | -4.4%
COc1cccc(-c2nc(-c3ccccn3)no2)c1OC | 4.9% | 4.3% | 12.2% | 1.5% | -0.304 | -0.112 | 0.23 | -0.547 | -1.9% | 0.0% | 9.9% | 4.7%
CC(=O)Nc1nc(C)c(-c2csc(Nc3cccc([N+](=O)[O-])c3)n2)s1 | 9.6% | 0.8% | 2.6% | 1.1% | -1.41 | -0.123 | -0.561 | 0.341 | 37.5% | -5.9% | -0.6% | -3.5%
COc1ccc(CNC(=O)CN(C(=O)CCC(=O)Nc2ccccn2)c2ccccc2OC)cc1 | 5.9% | 16.4% | -6.3% | -3.1% | -0.557 | -0.219 | -0.0791 | 0.74 | -11.0% | -3.4% | -9.3% | -7.4%
O=C(CCc1nc(-c2ccccc2F)no1)NC1CCCCC1 | -4.7% | -6.9% | -1.3% | -3.0% | -0.613 | -0.198 | 0.335 | 0.522 | -8.5% | -0.1% | -2.4% | -2.9%
Cn1c(=O)c2c(nc(SCCN3CCOCC3)n2Cc2ccc(F)cc2)n(C)c1=O | -1.5% | 15.4% | 0.9% | -1.9% | -0.423 | -0.17 | -0.327 | 1.42 | 0.6% | -2.5% | 1.4% | -5.3%
CCOc1ccc(Cn2nnc(C(=O)Nc3cc(OC)cc(OC)c3)c2N)cc1 | 10.3% | 0.2% | 14.2% | 0.1% | -0.495 | -0.295 | -0.102 | 0.989 | -4.0% | -2.0% | 14.0% | -7.0%
CC(C)c1ccc(CN2CC(C(=O)Nc3ccccc3)CC2=O)cc1 (stereo unspecified) | -1.2% | 8.9% | 12.6% | 6.5% | 2.35 | -0.0723 | 1.19 | -0.91 | 19.0% | -3.6% | 15.0% | -3.3%
O=C1Nc2ccc(Br)cc2/C1=C/C1CC=CCC1 (stereo unspecified) | 2.7% | 3.3% | 1.0% | -0.1% | -1.92 | 0.377 | -1.13 | 1.17 | 6.1% | -2.2% | 3.3% | -2.0%
CCN(CC)c1ccc(NC(=O)CSc2nnc(N)s2)cc1C | 7.4% | 5.57µM* | -3.1% | -1.0% | 0.373 | -0.177 | 0.45 | -0.00204 | 3.5% | -2.2% | 9.8% | -2.2%
Cn1nc(-c2ccc(N3CCOCC3)c(NS(=O)(=O)c3ccc(Cl)cc3)c2)c2ccccc2c1=O | -5.6% | 0.9% | 17.3% | 5.1% | -0.261 | -0.212 | -0.309 | 0.0577 | -0.7% | -4.0% | -2.0% | -5.0%
O=C(/C=C/c1cn(-c2ccccc2)nc1-c1ccccc1)Nc1ccc(C(=O)O)cc1 | 36.1% | 10.7% | -1.4% | 33.7% | 4.83 | -0.0742 | 2.43 | -1.76 | 29.5% | -2.4% | 10.0% | 11.4%
Cc1ccc2cc3cc(C(=O)NCCN4CCOCC4)oc3nc2c1 | 9.7% | -7.7% | 8.4% | 4.2% | 0.209 | -0.182 | 0.469 | 0.238 | 14.8% | 10.3% | 2.0% | -9.5%
CCCN1C/C(=C/c2cccc([N+](=O)[O-])c2)C(=O)/C(=C/c2cccc([N+](=O)[O-])c2)C1 | 9.2% | 9.4% | -1.6% | -2.0% | -6.31* | 1.3* | -2.68* | -0.54* | 8.3% | -5.2% | -2.8% | -8.9%
CCOC(=O)c1c(C(F)(F)F)cc(-c2ccc(F)cc2)nc1C | 0.5% | 4.2% | 2.0% | 0.0% | 0.227 | -0.237 | 0.0236 | 0.0619 | 1.1% | -3.4% | 5.5% | -2.9%
O=C(Nc1ccc(Cl)cc1)c1cc(S(=O)(=O)N2CCOCC2)cs1 | 7.9% | 1.6% | 0.7% | -0.7% | 0.581 | -0.334 | 0.373 | -0.249 | -5.8% | -5.8% | -5.1% | -8.0%
C/C(=N\NC(=O)c1ccc(F)cc1)c1cccc(NC(=O)c2ccco2)c1 | -2.0% | 8.4% | 4.2% | 4.0% | 1.21 | -0.211 | 1.24 | -0.474 | -1.4% | -3.3% | 5.0% | -0.7%
CC1Cc2ccccc2N1C(=S)NC(=O)C1(C)CC1(Cl)Cl (stereo unspecified) | 8.7% | -5.8% | -1.1% | 1.3% | 0.37 | -0.196 | 0.254 | -0.234 | -4.3% | -10.3% | -5.1% | -1.5%
Cc1ccc(S(=O)(=O)c2cc(OC(=O)c3ccco3)ccc2OC(=O)c2ccco2)cc1 | 9.6% | -1.3% | 13.1% | 19.9% | -0.893 | -0.16 | -0.272 | 0.926 | -1.9% | -2.3% | 4.4% | 2.4%
O=C1CC(c2nc3ccccc3[nH]2)CN1c1ccccc1F (stereo unspecified) | -3.4% | -7.4% | 5.5% | -1.4% | -0.23 | -0.161 | -0.0993 | -0.216 | -0.7% | -1.0% | 10.3% | -4.0%
CC1CCCC(C)N1C(=O)CSc1nnc(COc2ccccc2)n1-c1ccccc1 (stereo unspecified) | 0.4% | -9.7% | 8.3% | -1.5% | 0.124 | -0.161 | 0.386 | -0.0825 | 4.8% | -2.5% | 1.8% | -2.1%
COc1ccccc1N(/N=C1\Sc2ccccc2C1=O)C(C)=O | 7.6% | 2.2% | · | 4.1% | -0.803 | -0.785 | -0.736 | 0.134 | 3.9% | · | · | -1.9%
CCCCNC(=O)NC1C(NC(=O)NCCCC)N(C)C(=O)N1C (stereo unspecified) | 4.1% | -8.5% | 8.2% | 0.3% | -0.244 | -0.225 | -0.178 | 0.575 | ? | -5.3% | 1.7% | -3.5%
O=C(COc1ccccc1)N1CCCC1 | -3.4% | 34.7% | -0.8% | 19.5% | -0.166 | -0.185 | -0.108 | 1.05 | -9.7% | -4.1% | 3.1% | -1.7%
CC(C)CCN1CCN(Cc2cnc(-c3ccccc3)s2)CC1CCO (stereo unspecified) | 1.7% | -15.6% | 2.0% | -7.6% | -0.918 | -0.386 | -0.332 | 1.08 | 8.2% | -7.0% | 6.2% | -6.3%
CCOC(=O)COc1ccc(S(=O)(=O)Nc2cccc(SC)c2)cc1 | -6.0% | -4.2% | 9.9% | -0.3% | 0.0884 | -0.134 | 0.204 | 0.693 | -1.9% | -5.8% | 3.9% | 2.2%
COc1ccc(S(=O)(=O)CCC(=O)N(C)c2ccc(OC)cc2OC)cc1 | 1.5% | -0.1% | -7.9% | 1.5% | 1.99 | -0.101 | 1.92 | -2 | 1.4% | -5.2% | 11.6% | -0.9%
O=C(c1ccco1)N1C2C=CC(C2)C1(C(F)(F)F)C(F)(F)F (stereo unspecified) | 3.5% | 6.8% | -1.4% | 1.6% | -0.505 | -0.212 | -0.411 | 0.894 | -3.0% | -3.0% | -2.2% | 4.8%
COc1ccc(/C=N/NC(=O)CNS(=O)(=O)c2ccc(C)cc2)cc1 | 3.1% | 15.7% | 1.0% | 15.2% | -0.607 | -0.279 | -0.396 | 0.761 | -7.5% | -2.3% | 0.6% | 0.1%
CCNC(=O)c1ccccc1-c1nc(-c2ccccc2)no1 | -2.8% | 3.5% | · | 1.4% | 0.957 | -0.287 | 0.349 | 0.0213 | 9.3% | · | · | -7.5%
CCOC(=O)c1c(-c2ccc(OC)cc2)csc1NC(=O)C1CCCO1 (stereo unspecified) | 3.2% | -7.3% | 47.3% | -3.1% | 0.11 | -0.0347 | -0.0337 | -0.00288 | 6.3% | -10.7% | 17.5% | -5.0%
COc1ccc(Nc2ncccc2C(=O)O)cc1 | 4.7% | 16.1% | 10.2% | -3.0% | -0.347 | 0.257 | 0.154 | 0.333 | 3.4% | -8.7% | 3.9% | -6.6%
C/C(=N\NC(=O)CSCc1ccccc1Br)c1cccc([N+](=O)[O-])c1 | 6.7% | -8.0% | -4.4% | 2.7% | -0.165 | -0.233 | -0.239 | 0.183 | 31.3% | -7.3% | 1.1% | 1.1%
COCc1cc(=O)[nH]c(/N=C(\N)Nc2cccc(C)c2)n1 | -2.8% | 3.1% | 4.6% | -3.9% | -0.5 | 0.0151 | -0.0126 | 0.0921 | 0.3% | -5.4% | -6.0% | -7.6%
